Screens from PubChem BioAssay.
MMP13 fTHP cleavage: MMP13 inhibitors among fluorescent compounds, confirmation, biochemical, possible fluorescent artifacts, delta fluorescence (AID 734) | Collagenase 3 (Homo sapiens) | MMP13 fTHP FRET cleavage, delta fluorescence 4 h; hits give high values | inhibition, %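 (each compound tested at 4 µM nominal in triplicate)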 | 5,100 tested, under 10 active;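 active = inhibition above the mean inhibition over all tested compounds plus 3 SD, cut at about 75% in these data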;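 also: 0% = DMSO only wells and 100% = 8 µM reference MMP13 inhibitor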
* marks the source's active call; other numbers are inactive results.

MMP13 fTHP cleavage	molecule
2	O=c1[nH]c2cc3c(cc2cc1CN(CC1CCCO1)S(=O)(=O)c1ccccc1)OCCO3 (stereo unspecified)
-25	Cc1nn(-c2ccccn2)c2nc(-c3cccs3)cc(C(=O)N3CCOCC3)c12
3	COc1ccc(N(Cc2cc3cc(OC)ccc3[nH]c2=O)C(=O)c2cccnc2)cc1
-95	CCCCCCc1cc2cc(C(=O)NC)c(=N)oc2cc1O
-12	COc1ccc(-c2nc3cc(NC(=O)Cc4ccc(OC)c(OC)c4)ccc3o2)cc1
0	O=C(O)C1CC=CCC1C(=O)N1CCN(c2nc(-c3ccccc3)c3ccccc3n2)CC1 (stereo unspecified)
2	CN1c2ccccc2-c2nc3ccccc3n2C1c1ccccn1 (stereo unspecified)
4	c1csc(-c2ncc3ccccn23)c1
9	Cc1ccc(CNC(=O)c2ccccc2NS(C)(=O)=O)cc1

Four structures from above, arranged by formula weight, largest number first:
MMP13 fTHP cleavage	molecule
2	O=c1[nH]c2cc3c(cc2cc1CN(CC1CCCO1)S(=O)(=O)c1ccccc1)OCCO3 (stereo unspecified)
0	O=C(O)C1CC=CCC1C(=O)N1CCN(c2nc(-c3ccccc3)c3ccccc3n2)CC1 (stereo unspecified)
-25	Cc1nn(-c2ccccn2)c2nc(-c3cccs3)cc(C(=O)N3CCOCC3)c12
9	Cc1ccc(CNC(=O)c2ccccc2NS(C)(=O)=O)cc1

The list is partial (hit frequency here may not be typical).
